ABHD5 PLIN5 PPI – blocks binding of human ABHD5 to perilipin-5. actives 0.78% (n = 360,000). inhibition, % at 4 µM. Q00G26+Q8WTS1. AID 602281. Split G. princeps luciferase complementation, luminescence, 4 h;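 active means inhibition above the mean inhibition across every tested compound plus 3 SD, cut at about 22% in these data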;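 further: 0% = DMSO only wells and the 100% control is not disclosed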
NR5A2 inv ag – inverse agonists of human LRH-1 (NR5A2); AID 602396; O00482; actives 0.13% (n = 360,000); inhibition, % at 3.6 µM; HEK293T StAR-luciferase reporter, LRH-1 transfected, 24 h;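 active means inhibition above the mean inhibition of all tested compounds plus 3 SD, cut at about 73% in these data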;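 further: 0% = DMSO wells and 100% = reporter-only cells lacking LRH-1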
Target sequence (O00482 whole entry, looked up): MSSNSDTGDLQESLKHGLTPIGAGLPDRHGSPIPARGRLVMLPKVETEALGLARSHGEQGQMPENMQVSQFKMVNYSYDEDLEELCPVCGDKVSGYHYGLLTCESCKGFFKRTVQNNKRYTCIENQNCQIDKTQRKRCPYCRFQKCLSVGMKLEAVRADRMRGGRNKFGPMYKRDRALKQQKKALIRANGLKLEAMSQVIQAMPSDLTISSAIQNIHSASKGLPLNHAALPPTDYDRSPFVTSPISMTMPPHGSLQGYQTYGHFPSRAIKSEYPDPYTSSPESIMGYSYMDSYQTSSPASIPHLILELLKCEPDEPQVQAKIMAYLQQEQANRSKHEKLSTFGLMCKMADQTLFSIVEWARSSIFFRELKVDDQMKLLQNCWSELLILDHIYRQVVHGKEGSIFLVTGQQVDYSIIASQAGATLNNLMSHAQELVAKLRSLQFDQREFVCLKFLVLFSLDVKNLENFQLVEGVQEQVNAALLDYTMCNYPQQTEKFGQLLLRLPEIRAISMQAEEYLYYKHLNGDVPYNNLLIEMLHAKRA
NCOA1 inh – inhibits human SRC1 coactivator; Q15788; HEK293 GAL4-SRC1 luciferase reporter, luminescence; inhibition, % at 3.6 µM; actives 0.12% (n = 360,000); AID 588354;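 active means inhibition above the campaign mean plus 3 SD, with each screening campaign given its own cutoff, cut at about 60% in these data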;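 further: 0% = DMSO treated cells and 100% = gossypol at 36 µM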
SRC2 inh – human SRC2 (NCOA2) inhibition | actives 0.17% (n = 370,000) | HEK293 GAL4-SRC2 luciferase reporter, luminescence | inhibition, % at 9 µM;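 active means inhibition above the mean inhibition of all tested compounds plus 3 SD, set per campaign, cut at about 52% in these data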;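 further: 0% = DMSO treated cells and 100% = cells given Gossypol at 36 µM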
MC4R antag cAMP – human MC4R antagonism in cAMP assay | MC4R-expressing cells, MTII-stimulated cAMP, LANCE TR-FRET | inhibition, % at 6.5 µM | actives 0.48% (n = 360,000);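 active means inhibition above its plate's cutoff, the mean of tested wells on that plate plus 3 SD, cut at about 29% in these data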;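 further: 0% = Melanotan II alone and 100% = Melanotan II plus saturating MCL0020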
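Material: human MC4R-expressing U2OS cells. Probe or stimulus: Melanotan II challenge. Dosing: 6.5 µM single dose. Times: 30-min compound, 1-h challenge, 1-h detection, room temperature. Technique: TR-FRET with Eu-cAMP and labeled anti-cAMP, 671 nm. Replication: singlicate.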
NCOA3 inh – inhibits human SRC3 coactivator | Q9Y6Q9 | HEK293 GAL4-SRC3 luciferase reporter, luminescence | inhibition, % at 3.6 µM | actives 0.17% (n = 360,000);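 active means inhibition above a per-campaign cutoff, the mean of all compounds plus 3 SD, cut at about 60% in these data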;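 further: 0% = DMSO-treated cells and 100% = gossypol-treated cells at 36 µM; higher means less SRC3-driven luciferase light from the GAL4 reporter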
MC4R ag barr – activates human MC4R beta-arrestin recruitment; P32245; U2OS MC4R beta-arrestin complementation, luminescence; percent of melanotan II response, DMSO zero; activation, % at 8.9 µM; actives 0.98% (n = 360,000);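 active means activation above a per-plate cutoff, the mean activation of sample wells on that plate plus 3 SD, cut at about 8% in these data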
COUP-TFII inh – blocks human COUP-TFII nuclear receptor. actives 0.7% (n = 370,000). AID 686940. inhibition, % at 8.6 µM. HEK293T NGFI-A luciferase reporter, luminescence. P24468;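 active means inhibition above a per-plate cutoff, mean inhibition of test wells between control levels plus 3 SD, cut at about 38% in these data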;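 further: cells cotransfected with COUP-TFII expression vector driving the NGFI-A reporter; 0% = median of COUP-TF2 test wells and 100% = reporter-only cells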
Target sequence (P24468 whole entry, looked up): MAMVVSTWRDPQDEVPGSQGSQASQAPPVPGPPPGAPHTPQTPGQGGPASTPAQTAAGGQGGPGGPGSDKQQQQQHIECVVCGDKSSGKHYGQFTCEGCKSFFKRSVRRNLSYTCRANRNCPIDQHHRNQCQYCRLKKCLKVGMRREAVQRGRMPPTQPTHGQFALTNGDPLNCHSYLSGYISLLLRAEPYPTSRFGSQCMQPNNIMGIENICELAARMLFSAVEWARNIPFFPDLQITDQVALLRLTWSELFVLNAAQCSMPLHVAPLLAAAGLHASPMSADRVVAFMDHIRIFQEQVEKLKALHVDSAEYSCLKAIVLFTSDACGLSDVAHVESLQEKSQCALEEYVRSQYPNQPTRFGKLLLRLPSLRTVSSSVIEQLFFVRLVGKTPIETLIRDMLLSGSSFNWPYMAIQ
NOD2-RIPK2 inh – blocks binding of human NOD2 to RIPK2; CHO BLA complementation NOD2-RIPK2, CCF4 ratio; inhibition, % at 4.98 µM; actives 0.38% (n = 360,000); AID 624267; in the data active means inhibition above about 21%;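 further: 0% = vehicle only and 100% = reference blocker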
LMP1 NFkB inh – reduces LMP1-driven NF-kappaB luciferase signal; inhibition, % at 12.5 µM; LMP1-induced NF-kappaB luciferase reporter cells, luminescence; actives 0.69% (n = 350,000); in the data active means inhibition above about 41%;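 further: 0% = neutral control wells and 100% = reference inhibitor control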
TLR9-MyD88 block – inhibitors of human TLR9-MyD88 binding | Q9NR96+Q99836 | CHO BLA complementation TLR9-MyD88, CCF4 FRET ratio | inhibition, % at 4.98 µM | actives 0.21% (n = 340,000);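 active means inhibition above the mean over all tested compounds plus 3 SD, cut at about 21% in these data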;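 further: 0% = DMSO only wells and 100% = clavulanate BLA inhibitor control wells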
* marks the source's active call; other numbers are inactive results.

Results for O=C(NNC(=O)c1ccncc1)Nc1ccccc1 ?
ABHD5 PLIN5 PPI: 3; NR5A2 inv ag: -3; NCOA1 inh: 5; SRC2 inh: -5; MC4R antag cAMP: 20; NCOA3 inh: 3; MC4R ag barr: 0.5; COUP-TFII inh: 7; NOD2-RIPK2 inh: -2; LMP1 NFkB inh: -8; TLR9-MyD88 block: -4

What do the screens show for `CC(C)CCNC(=O)c1c[nH]c2ccc(S(=O)(=O)N3CCOCC3)cc2c1=O`?
ABHD5 PLIN5 PPI: 2; NR5A2 inv ag: 7; NCOA1 inh: 7; SRC2 inh: 1; MC4R antag cAMP: 5; NCOA3 inh: 15; MC4R ag barr: -3.3; COUP-TFII inh: -12; NOD2-RIPK2 inh: 2; LMP1 NFkB inh: 9; TLR9-MyD88 block: 5

What do the screens show for `C/C(=N\O)c1noc(C)c1C(=O)Nc1nccs1`?
ABHD5 PLIN5 PPI: -4; NR5A2 inv ag: 3; NCOA1 inh: -20; SRC2 inh: -19; MC4R antag cAMP: -3; NCOA3 inh: -9; MC4R ag barr: -1.7; COUP-TFII inh: -9; NOD2-RIPK2 inh: -16; LMP1 NFkB inh: -6; TLR9-MyD88 block: -1

How did CC1Cc2ccccc2N1C(=O)CSc1nc2c(c(=O)n(C)c(=O)n2C)n1Cc1ccccc1 (configuration not stated) do in these assays?
ABHD5 PLIN5 PPI: -3; NR5A2 inv ag: -7; NCOA1 inh: 5; SRC2 inh: 6; MC4R antag cAMP: -20; NCOA3 inh: 9; MC4R ag barr: -0.9; COUP-TFII inh: 11; NOD2-RIPK2 inh: -10; LMP1 NFkB inh: 6; TLR9-MyD88 block: 4

How did CCOC(=O)N1CCC(N2Cc3cccc(C(=O)Nc4c(C)cccc4CC)c3C2=O)CC1 do in these assays?
ABHD5 PLIN5 PPI: 3; NR5A2 inv ag: -5; NCOA1 inh: 5; SRC2 inh: -13; MC4R antag cAMP: 3; NCOA3 inh: 19; MC4R ag barr: 0.5; COUP-TFII inh: 19; NOD2-RIPK2 inh: 5; LMP1 NFkB inh: -5; TLR9-MyD88 block: 5

Results for O=C1NC(=Nc2ccccc2)S/C1=C/c1cccs1 ?
ABHD5 PLIN5 PPI: -2; NR5A2 inv ag: -79; NCOA1 inh: -78; SRC2 inh: -43; MC4R antag cAMP: 7; NCOA3 inh: -67; MC4R ag barr: -2.7; COUP-TFII inh: -33; NOD2-RIPK2 inh: 0; LMP1 NFkB inh: -1; TLR9-MyD88 block: -5

Results for CCCc1cc(=O)oc2cc(C)cc(OCC(=O)N3CCC(C(N)=O)CC3)c12 ?
ABHD5 PLIN5 PPI: -2; NR5A2 inv ag: 5; NCOA1 inh: 0; SRC2 inh: -12; MC4R antag cAMP: 20; NCOA3 inh: -11; MC4R ag barr: 2.2; COUP-TFII inh: -10; NOD2-RIPK2 inh: 6; LMP1 NFkB inh: -2; TLR9-MyD88 block: -7

How did OC[C@@H]1CN(Cc2ccc(F)cc2)C[C@H](n2cnc3c(N4CCOCC4)ncnc32)O1 do in these assays?
ABHD5 PLIN5 PPI: 3; NR5A2 inv ag: -33; NCOA1 inh: -5; SRC2 inh: -2; MC4R antag cAMP: -5; NCOA3 inh: 1; MC4R ag barr: 0.5; COUP-TFII inh: -14; NOD2-RIPK2 inh: -9

Results for COC(=O)COc1ccc(-c2nccc(-c3ccc(Br)cc3)n2)cc1 ?
ABHD5 PLIN5 PPI: 0; NR5A2 inv ag: 8; NCOA1 inh: -10; SRC2 inh: 12; MC4R antag cAMP: 3; NCOA3 inh: -8; MC4R ag barr: -2.5; COUP-TFII inh: 17; NOD2-RIPK2 inh: -1; LMP1 NFkB inh: -8; TLR9-MyD88 block: -1

How did COc1cc([N+](=O)[O-])ccc1NC(=O)CC1SC(=Nc2ccc(F)cc2)N(CCC2=CCCCC2)C1=O (configuration not stated) do in these assays?
ABHD5 PLIN5 PPI: -8; NR5A2 inv ag: -13; NCOA1 inh: 4; SRC2 inh: -4; MC4R antag cAMP: 3; NCOA3 inh: -2; MC4R ag barr: -1.4; COUP-TFII inh: -3; NOD2-RIPK2 inh: -2; LMP1 NFkB inh: 28; TLR9-MyD88 block: 5

What do the screens show for `Cc1ccc(-c2onc(C)c2C)cc1S(=O)(=O)N1CCOc2ccccc21`?
ABHD5 PLIN5 PPI: -2; NR5A2 inv ag: -3; NCOA1 inh: 0; SRC2 inh: 28; MC4R antag cAMP: 9; NCOA3 inh: 24; MC4R ag barr: -3.4; COUP-TFII inh: 59*; NOD2-RIPK2 inh: -12; LMP1 NFkB inh: 18; TLR9-MyD88 block: -14

What do the screens show for `CC(C)(C)c1ccc(C(=O)N2CCN(C(=O)c3cccs3)CC2)cc1`?
ABHD5 PLIN5 PPI: 3; NR5A2 inv ag: -11; NCOA1 inh: -14; SRC2 inh: 12; MC4R antag cAMP: -2; NCOA3 inh: -4; MC4R ag barr: -1.6; COUP-TFII inh: 1; NOD2-RIPK2 inh: 8; LMP1 NFkB inh: -7; TLR9-MyD88 block: -14

What do the screens show for `O=S(=O)(/C=C/c1ccccc1)N1CCOCC1`?
ABHD5 PLIN5 PPI: 2; NR5A2 inv ag: 7; NCOA1 inh: -21; SRC2 inh: 28; MC4R antag cAMP: 1; NCOA3 inh: 8; MC4R ag barr: 0.7; COUP-TFII inh: 14; NOD2-RIPK2 inh: 8; LMP1 NFkB inh: 4; TLR9-MyD88 block: 5

What do the screens show for `Cn1ncc2c(=S)nc(Cl)[nH]c21`?
ABHD5 PLIN5 PPI: 10; NR5A2 inv ag: 15; NCOA1 inh: 6; SRC2 inh: 16; MC4R antag cAMP: -1; NCOA3 inh: 8; MC4R ag barr: -0.4; COUP-TFII inh: 5; NOD2-RIPK2 inh: -10; LMP1 NFkB inh: -3; TLR9-MyD88 block: -1

What do the screens show for `Cc1cc(C)c[n+](-c2nc3ccccc3nc2[N-]S(=O)(=O)c2cccs2)c1`?
ABHD5 PLIN5 PPI: 2; NR5A2 inv ag: -9; NCOA1 inh: -5; SRC2 inh: -3; MC4R antag cAMP: 5; NCOA3 inh: 7; MC4R ag barr: -0.8; COUP-TFII inh: -4; NOD2-RIPK2 inh: -5; LMP1 NFkB inh: -8; TLR9-MyD88 block: -2

What do the screens show for `Cc1ccc(Cl)c(OC(=O)c2ccc(N3CCOCC3)c([N+](=O)[O-])c2)c1`?
ABHD5 PLIN5 PPI: 0; NR5A2 inv ag: 6; NCOA1 inh: -8; SRC2 inh: -12; MC4R antag cAMP: 6; NCOA3 inh: 18; MC4R ag barr: -2.4; COUP-TFII inh: 8; NOD2-RIPK2 inh: 0; LMP1 NFkB inh: 4; TLR9-MyD88 block: 0

Results for COc1cc(Cl)c(C)cc1NC(=O)CSCC#N ?
ABHD5 PLIN5 PPI: 0; NR5A2 inv ag: 3; NCOA1 inh: -39; SRC2 inh: -8; MC4R antag cAMP: 12; NCOA3 inh: -4; MC4R ag barr: -2.1; COUP-TFII inh: 8; NOD2-RIPK2 inh: 1; LMP1 NFkB inh: 0; TLR9-MyD88 block: 7

How did CCCCn1c(O)c(C=NCCCN(C)C)c(=O)[nH]c1=O do in these assays?
ABHD5 PLIN5 PPI: -6; NR5A2 inv ag: -13; NCOA1 inh: -45; SRC2 inh: -24; MC4R antag cAMP: 11; NCOA3 inh: 0; MC4R ag barr: 1.5; COUP-TFII inh: -10; NOD2-RIPK2 inh: -6; LMP1 NFkB inh: -1; TLR9-MyD88 block: -1

Results for O=C(CSc1nc2[nH]ncc2c(=O)[nH]1)Nc1ccccc1 ?
ABHD5 PLIN5 PPI: 0; NR5A2 inv ag: 20; NCOA1 inh: 1; SRC2 inh: 20; MC4R antag cAMP: 13; NCOA3 inh: 7; MC4R ag barr: 0.7; COUP-TFII inh: 8; NOD2-RIPK2 inh: -4; LMP1 NFkB inh: -4; TLR9-MyD88 block: -4

How did C[C@@H]1C=C(C(=O)N2CCN(Cc3ccccc3)CC2)O[C@H](OCc2ccc(CO)cc2)C1 do in these assays?
ABHD5 PLIN5 PPI: 0; NR5A2 inv ag: 16; NCOA1 inh: -8; SRC2 inh: -4; MC4R antag cAMP: 14; NCOA3 inh: -5; MC4R ag barr: -1.3; COUP-TFII inh: 8; NOD2-RIPK2 inh: -6; LMP1 NFkB inh: -1; TLR9-MyD88 block: -11

What do the screens show for `Cn1ccc(C(=O)N/N=C/c2c[nH]c3ccccc23)n1`?
ABHD5 PLIN5 PPI: 5; NR5A2 inv ag: -29; NCOA1 inh: -36; SRC2 inh: -29; MC4R antag cAMP: -5; NCOA3 inh: -23; MC4R ag barr: 1.0; COUP-TFII inh: -4; NOD2-RIPK2 inh: -11; LMP1 NFkB inh: -12; TLR9-MyD88 block: -1

How did Cc1cc(C(C)(C)C)cc(C)c1CCNC(=O)c1c(C)noc1C do in these assays?
ABHD5 PLIN5 PPI: -4; NR5A2 inv ag: 5; NCOA1 inh: -24; SRC2 inh: 16; MC4R antag cAMP: 2; NCOA3 inh: 10; MC4R ag barr: 0.2; COUP-TFII inh: 25; NOD2-RIPK2 inh: -8; LMP1 NFkB inh: -13; TLR9-MyD88 block: -9

How did CCNC(=O)C1(C)CCCN(C(=O)c2oc3ccccc3c2C)C1 (configuration not stated) do in these assays?
ABHD5 PLIN5 PPI: 7; NR5A2 inv ag: 24; NCOA1 inh: -3; SRC2 inh: 6; MC4R antag cAMP: 8; NCOA3 inh: -9; MC4R ag barr: 0.6; COUP-TFII inh: -19; NOD2-RIPK2 inh: 9

How did Cc1c(/C=N/NC(=O)C2(O)c3ccccc3-c3ccccc32)cnn1C do in these assays?
ABHD5 PLIN5 PPI: -3; NR5A2 inv ag: -10; NCOA1 inh: -36; SRC2 inh: 13; MC4R antag cAMP: 6; NCOA3 inh: 21; MC4R ag barr: 0.4; COUP-TFII inh: -5; NOD2-RIPK2 inh: -7; LMP1 NFkB inh: 3; TLR9-MyD88 block: -3

Results for c1ccc(-c2cc3ccccc3[nH]2)cc1 ?
ABHD5 PLIN5 PPI: -20; NR5A2 inv ag: -52; NCOA1 inh: -49; SRC2 inh: -36; MC4R antag cAMP: 16; NCOA3 inh: -52; MC4R ag barr: 2.7; COUP-TFII inh: -15; NOD2-RIPK2 inh: -18; LMP1 NFkB inh: -20; TLR9-MyD88 block: 0

Results for CCc1nc2sc(C#N)c(N)c2c2c1CCCC2 ?
ABHD5 PLIN5 PPI: -9; NR5A2 inv ag: 3; NCOA1 inh: -24; SRC2 inh: -3; MC4R antag cAMP: -13; NCOA3 inh: -29; MC4R ag barr: 4.2; COUP-TFII inh: -26; NOD2-RIPK2 inh: -12; LMP1 NFkB inh: 17; TLR9-MyD88 block: -8

A portion of the library. The share of hits here may be higher or lower than overall.
